CSM14.1 death rescue = rescue of cells from ER stress-induced death, primary screen, 384-well, CSM14.1, thapsigargin, ATP luminescence (AID 1222) | CSM14.1 thapsigargin-induced death rescue, ATP luminescence; higher % means a stronger effect | cellular ATP content (survival), % at 20 µM; hits with a dose series show EC50 in µM | 190,000 tested, under 10 active;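 active means EC50 below 50 µM in the dose-response confirmation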;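 further: death triggered by thapsigargin at about 15 µM added after 2 h compound pretreatment; cell ATP read after overnight thapsigargin exposure of roughly 18 to 22 hours; normalized against plate controls of thapsigargin alone and 5% DMSO vehicle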
LYP phosphatase = inhibitors of LYP phosphatase, biochemical, fluorescence intensity, uHTS (AID 1779); recombinant LYP phosphatase, fluorescence intensity; higher % means a stronger effect; inhibition, % at 11.5 µM, or IC50 in µM where a hit was titrated; hit rate 0.054% among 290,000; in the data active means inhibition above about 50%;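 further: plate controls were vehicle with enzyme for no effect and no enzyme for full effect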
GPR35 antagonists = inhibition of zaprinast-stimulated GPR35 beta-arrestin translocation – imaging, U2OS, beta-arrestin-GFP, zaprinast agonist, primary screen (AID 2058) | U2OS GPR35 beta-arrestin-GFP translocation imaging, zaprinast antagonism; higher % means a stronger effect | inhibition, % at 10 µM; hits with a dose series show IC50 in µM | hit rate 0.052% among 290,000;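 active means inhibition of at least 50% with at least 30 cells and total cytoplasm GFP at most 10,000,000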
MgcRacGAP inhibition = MgcRacGAP GTPase-activating activity inhibitors, confirmation, biochemical, ADP Hunter fluorescence | MgcRacGAP-stimulated Rac1 GTP hydrolysis, ADP Hunter fluorescence; higher % means a stronger effect; GST-tagged Rac1 F28L mutant substrate | one-dose inhibition, % at 30 µM; IC50 in µM for titrated hits | hit rate 0.6% among 340,000;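 active means first-screen hits whose inhibition reached a set limit at any dose in the follow-up dose series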;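 further: fluorescence reports GDP produced by GAP-driven GTP hydrolysis; strong numbers were not always called active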
SV40 large T antigen = TAg ATPase/helicase activity blockers – biochemical (AID 1903) | SV40 large T antigen ATPase/helicase inhibition assay; higher % means a stronger effect | hit rate 0.39% among 310,000 | one-dose inhibition, % at 20 µM; IC50 in µM for titrated hits; in the data active means a potency from the dose series; further: strong numbers were not always called active
West Nile antiviral = West Nile virus antiviral activity, cell-based, CPE readout (AID 1621). hit rate 0.02% among 290,000. one-dose CPE inhibition, % at 10 µM; IC50 in µM for titrated hits. West Nile virus-infected cells, CPE inhibition; higher % means a stronger effect; in the data active means a potency from the dose series; further: strong numbers were not always called active
RSV antiviral HEp-2 = RSV antiviral activity via CPE protection, HEp-2 cells, primary 10 µM value included (AID 2391) | HEp-2 cells, RSV-induced CPE inhibition; higher % means a stronger effect | CPE inhibition, % at 10 µM; hits with a dose series show IC50 in µM | hit rate 0.13% among 310,000; in the data active means a potency from the dose series; further: strong numbers were not always called active
NS5 inhibitors = Dengue-2 NS5 methyltransferase inhibitors, primary screen, biochemical, confirmation dose response (AID 588689); Dengue-2 NS5 methyltransferase capping enzyme assay, biochemical; higher % means a stronger effect; one-dose inhibition, % at 25 µM; IC50 in µM for titrated hits; hit rate 0.3% among 340,000; in the data active means a potency from the dose series
PhoP inhibition = PhoP-dependent GFP reporter repression – Salmonella Typhimurium, primary screen (AID 1863); hit rate 0.16% among 300,000; one-dose inhibition, % at 50 µM; IC50 in µM for titrated hits; S. Typhimurium PhoP-regulated promoter GFP reporter, 4 h; higher % means a stronger effect;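 active means inhibition over 29.93%, a cutoff 3 SD above the screen mean, later confirmed by dose response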;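 further: 0% = low Mg2+ inducing control and 100% = high Mg2+ repressing control; strong numbers were not always called active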
* = called active by the depositor.

How did COc1cccc(OC)c1C(=O)NC(=S)N1CCCCC1c1cccnc1 (stereo not drawn) do in these assays?
LYP phosphatase: -10%; GPR35 antagonists: 3%; MgcRacGAP inhibition: 5%; West Nile antiviral: -1.2%; RSV antiviral HEp-2: 0.9%; NS5 inhibitors: 1%

Results for COC(=O)Cc1ccc2sc(-c3ccccc3)nc2c1 ?
CSM14.1 death rescue: -12%; LYP phosphatase: -8%; GPR35 antagonists: 9%; MgcRacGAP inhibition: 12%; SV40 large T antigen: 15%; West Nile antiviral: -0.3%; RSV antiviral HEp-2: 15%; NS5 inhibitors: 1%; PhoP inhibition: 0%

Results for CCOC(=O)CNC(=O)c1cc(-c2ccccn2)nc2c(C)c(Cl)ccc12 ?
CSM14.1 death rescue: -0.3%; LYP phosphatase: 1%; GPR35 antagonists: -14%; MgcRacGAP inhibition: 11%; SV40 large T antigen: 3%; West Nile antiviral: -0.6%; RSV antiviral HEp-2: 7.0%; NS5 inhibitors: 5%; PhoP inhibition: -5%

What do the screens show for `CCN(CCCNC(=O)CCNC(=O)Cn1ccc2ccccc2c1=O)c1ccccc1`?
LYP phosphatase: -1%; GPR35 antagonists: 10%; MgcRacGAP inhibition: 5%; SV40 large T antigen: 9%; West Nile antiviral: -0.4%; NS5 inhibitors: -1%; PhoP inhibition: 1%

How did CCCOc1ccc(NC(=O)CC2Nc3ccccc3NC2=O)cc1 (stereo not drawn) do in these assays?
CSM14.1 death rescue: -0.6%; LYP phosphatase: -4%; GPR35 antagonists: -8%; MgcRacGAP inhibition: 1%; SV40 large T antigen: 17%; West Nile antiviral: 0.0%; RSV antiviral HEp-2: 5.4%; NS5 inhibitors: -9%; PhoP inhibition: -5%

Results for Cc1n[nH]c(=O)c2c(NC(=O)CSc3nc4ccccc4c(=O)n3CCCOC(C)C)oc(C)c12 ?
LYP phosphatase: -9%; GPR35 antagonists: -9%; MgcRacGAP inhibition: 11%; SV40 large T antigen: 26%; West Nile antiviral: 0.9%; RSV antiviral HEp-2: 1.1%; NS5 inhibitors: -11%; PhoP inhibition: 4%

Results for O=C(/C=C/c1ccco1)N/C(=C\c1ccco1)C(=O)NCCc1nc2ccccc2[nH]1 ?
CSM14.1 death rescue: -0.1%; LYP phosphatase: -5%; GPR35 antagonists: -10%; MgcRacGAP inhibition: 5%; SV40 large T antigen: 17%; West Nile antiviral: -0.7%; RSV antiviral HEp-2: -0.5%; NS5 inhibitors: -1%; PhoP inhibition: -9%

How did O=C(NCc1ccccc1)Nc1cccn(Cc2ccc(Cl)cc2)c1=O do in these assays?
CSM14.1 death rescue: -1.5%; LYP phosphatase: -2%; GPR35 antagonists: -4%; MgcRacGAP inhibition: 6%; SV40 large T antigen: 0%; West Nile antiviral: -0.9%; RSV antiviral HEp-2: 8.4%; NS5 inhibitors: -5%; PhoP inhibition: 2%

What do the screens show for `COC(=O)/C=c1/s/c(=C(/C#N)C(=O)N2CCCCC2)n(-c2ccccc2)c1=O`?
CSM14.1 death rescue: -3.2%; LYP phosphatase: 4%; GPR35 antagonists: -2%; MgcRacGAP inhibition: 17%; SV40 large T antigen: 24%; West Nile antiviral: -0.2%; RSV antiviral HEp-2: 0.7%; NS5 inhibitors: -8%; PhoP inhibition: 10%

Results for CSc1nc2nc3c(cc2c(=O)n1-c1ccccc1)COC(C)(C)C3 ?
CSM14.1 death rescue: 0.2%; LYP phosphatase: -4%; GPR35 antagonists: 3%; MgcRacGAP inhibition: 6%; SV40 large T antigen: -5%; West Nile antiviral: -0.1%; RSV antiviral HEp-2: -0.1%; NS5 inhibitors: -3%; PhoP inhibition: -1%

Results for COc1ccc(/C=N/NC(=O)CC(=O)NC2CCCCC2)cc1 ?
LYP phosphatase: -3%; GPR35 antagonists: 0%; MgcRacGAP inhibition: 7%; SV40 large T antigen: 8%; West Nile antiviral: -0.1%; RSV antiviral HEp-2: -0.7%; PhoP inhibition: 1%

What do the screens show for `COC(=O)C1CN(C(=O)C(C)Oc2cc(C)ccc2C(C)C)c2ccccc2O1` (stereo not drawn)?
LYP phosphatase: -2%; GPR35 antagonists: -2%; MgcRacGAP inhibition: 5%; SV40 large T antigen: 7%; West Nile antiviral: 0.1%; RSV antiviral HEp-2: 2.0%; NS5 inhibitors: -3%; PhoP inhibition: -9%

Results for COC(=O)c1ccc(C2/C(=C(/O)c3ccc(OC)cc3)C(=O)C(=O)N2c2cc(C)on2)cc1 (stereo not drawn) ?
CSM14.1 death rescue: -2.3%; LYP phosphatase: -11%; GPR35 antagonists: -12%; MgcRacGAP inhibition: 4%; SV40 large T antigen: 11%; West Nile antiviral: -0.1%; RSV antiviral HEp-2: 0.1%; NS5 inhibitors: -6%; PhoP inhibition: 0%

What do the screens show for `CN(C(=S)Nc1ccc(SC(F)F)cc1)C(c1ccccc1)c1ccccc1`?
LYP phosphatase: -1%; GPR35 antagonists: 3%; MgcRacGAP inhibition: 8%; SV40 large T antigen: 5%; West Nile antiviral: -0.5%; RSV antiviral HEp-2: 13%; NS5 inhibitors: -10%; PhoP inhibition: -7%

Results for CC(OC(=O)c1nsc(Cl)c1Cl)C(=O)NCc1ccco1 (stereo not drawn) ?
CSM14.1 death rescue: -1.2%; LYP phosphatase: -8%; GPR35 antagonists: 4%; MgcRacGAP inhibition: 8%; SV40 large T antigen: 10%; West Nile antiviral: 0.0%; RSV antiviral HEp-2: 1.4%; NS5 inhibitors: 1%; PhoP inhibition: -5%

How did O=c1c(=O)n2c(nn1Cc1ccc(F)cc1)sc1ccccc12 do in these assays?
LYP phosphatase: -8%; GPR35 antagonists: -11%; MgcRacGAP inhibition: 5%; SV40 large T antigen: 5%; West Nile antiviral: -0.2%; RSV antiviral HEp-2: 2.5%; NS5 inhibitors: 5%; PhoP inhibition: 2%

Results for CC(C)c1ccc(-c2nn(-c3ccccc3)cc2C(=O)NCC2CCCO2)cc1 (stereo not drawn) ?
MgcRacGAP inhibition: 6%; SV40 large T antigen: 15%; RSV antiviral HEp-2: 15%; NS5 inhibitors: -7%; PhoP inhibition: -6%

What do the screens show for `COc1ccc(C(=O)N/N=C(\C)CC(=O)N2CCN(C=O)CC2)cc1`?
CSM14.1 death rescue: -2.3%; LYP phosphatase: -8%; GPR35 antagonists: -9%; MgcRacGAP inhibition: -4%; SV40 large T antigen: 6%; West Nile antiviral: 0.1%; RSV antiviral HEp-2: 1.0%; NS5 inhibitors: 1%; PhoP inhibition: 0%

How did Cc1ccc(CN2CCC(CNC(=O)C3CCCN(c4ncnc5c4nc4n5CCCCC4)C3)CC2)cc1 (stereo not drawn) do in these assays?
LYP phosphatase: -10%; GPR35 antagonists: -1%; MgcRacGAP inhibition: 6%; SV40 large T antigen: 6%; West Nile antiviral: -0.3%; RSV antiviral HEp-2: 7.5%; NS5 inhibitors: 0%; PhoP inhibition: 6%

What do the screens show for `CS(=O)c1ccc(-n2c(=O)n(Cc3ccccc3)c(=O)c3[nH]cnc32)cc1` (stereo not drawn)?
LYP phosphatase: -9%; GPR35 antagonists: -9%; MgcRacGAP inhibition: 0%; SV40 large T antigen: 11%; West Nile antiviral: 0.3%; RSV antiviral HEp-2: 1.8%; NS5 inhibitors: -3%; PhoP inhibition: -4%

How did CC(C)OC(=O)CSc1nc(-c2ccc(F)cc2)nc2ccc(F)cc12 do in these assays?
CSM14.1 death rescue: -1.3%; LYP phosphatase: -3%; GPR35 antagonists: -12%; MgcRacGAP inhibition: -1%; SV40 large T antigen: -4%; West Nile antiviral: 0.1%; RSV antiviral HEp-2: 0.5%; NS5 inhibitors: 0%; PhoP inhibition: -6%

How did COc1cccc(-c2nn(C)c3sc(C(=O)N4CCOCC4)cc23)c1 do in these assays?
CSM14.1 death rescue: 0.0%; LYP phosphatase: -3%; GPR35 antagonists: -6%; MgcRacGAP inhibition: 12%; SV40 large T antigen: 2%; West Nile antiviral: 0.3%; RSV antiviral HEp-2: 0.6%; NS5 inhibitors: -6%; PhoP inhibition: 5%

Results for COc1cccc(-c2cc(C(F)(F)F)nc(N3CCC(C)CC3)n2)c1 ?
CSM14.1 death rescue: -1.1%; LYP phosphatase: -1%; GPR35 antagonists: -1%; MgcRacGAP inhibition: 5%; SV40 large T antigen: 19%; West Nile antiviral: 0.4%; RSV antiviral HEp-2: 2.4%; NS5 inhibitors: -1%; PhoP inhibition: 8%

How did C=CCn1c(-c2ccccc2)n[nH]c1=S do in these assays?
CSM14.1 death rescue: -1.2%; LYP phosphatase: -4%; GPR35 antagonists: 5%; MgcRacGAP inhibition: 10%; SV40 large T antigen: 6%; West Nile antiviral: 0.1%; RSV antiviral HEp-2: 2.5%; NS5 inhibitors: -6%; PhoP inhibition: -1%

Results for COc1ccc(S(=O)(=O)NCc2ccccn2)c(Cl)c1Cl ?
LYP phosphatase: -1%; GPR35 antagonists: 20%; MgcRacGAP inhibition: 5%; SV40 large T antigen: 4%; West Nile antiviral: 1.1%; RSV antiviral HEp-2: 1.4%; NS5 inhibitors: 3%; PhoP inhibition: -1%

What do the screens show for `COCCn1c(CN2CCN(C(c3ccccc3)c3ccccc3)CC2)nc2c1c(=O)n(C)c(=O)n2C`?
LYP phosphatase: -4%; GPR35 antagonists: -10%; MgcRacGAP inhibition: 10%; West Nile antiviral: 0.3%; NS5 inhibitors: -3%

How did CC1CCN(c2nc(-c3ccccc3)c(C#N)c(=O)[nH]2)CC1 do in these assays?
CSM14.1 death rescue: -1.8%; LYP phosphatase: -5%; GPR35 antagonists: 2%; MgcRacGAP inhibition: 7%; SV40 large T antigen: 0%; West Nile antiviral: 0.3%; RSV antiviral HEp-2: 5.0%; NS5 inhibitors: 2%; PhoP inhibition: -3%

What do the screens show for `CCc1cccc(NS(=O)(=O)c2ccc3c(c2)NC(=O)CC(=O)N3)c1`?
CSM14.1 death rescue: 3.6%; LYP phosphatase: -5%; GPR35 antagonists: 5%; MgcRacGAP inhibition: 7%; SV40 large T antigen: 19%; West Nile antiviral: 0.9%; RSV antiviral HEp-2: -1.4%; NS5 inhibitors: -9%; PhoP inhibition: 2%

A stretch from the list above, as a working copy:
How did O=c1c(=O)n2c(nn1Cc1ccc(F)cc1)sc1ccccc12 do in these assays?
LYP phosphatase: -8%; GPR35 antagonists: -11%; MgcRacGAP inhibition: 5%; SV40 large T antigen: 5%; West Nile antiviral: -0.2%; RSV antiviral HEp-2: 2.5%; NS5 inhibitors: 5%; PhoP inhibition: 2%

Results for CC(C)c1ccc(-c2nn(-c3ccccc3)cc2C(=O)NCC2CCCO2)cc1 (stereo not drawn) ?
MgcRacGAP inhibition: 6%; SV40 large T antigen: 15%; RSV antiviral HEp-2: 15%; NS5 inhibitors: -7%; PhoP inhibition: -6%

What do the screens show for `COc1ccc(C(=O)N/N=C(\C)CC(=O)N2CCN(C=O)CC2)cc1`?
CSM14.1 death rescue: -2.3%; LYP phosphatase: -8%; GPR35 antagonists: -9%; MgcRacGAP inhibition: -4%; SV40 large T antigen: 6%; West Nile antiviral: 0.1%; RSV antiviral HEp-2: 1.0%; NS5 inhibitors: 1%; PhoP inhibition: 0%
